Pf growth 48h: Primary qHTS for delayed death inhibitors of the malarial parasite plastid, 48 hour incubation. Potency, µM (top dose mostly 28.7 µM), without a hit: top-dose activity change, negative = inhibition, actives largely listed as inhibitors. AID 504832, 2011. P. falciparum luciferase growth in erythrocytes, 48 h. actives 5.9% (n = 310,000); further: potency means the concentration at half of the fitted maximal effect; on the % scale 0 is the no-effect control and ±100 the full control effect
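Compounds are pin-transferred into medium, infected erythrocytes (2% hematocrit, 0.1% parasitemia final) are added, and plates sit one parasite generation at 37 C in 5% CO2. Detection reagent is then added and luminescence measured.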
Sm TGR block: qHTS Assay for the Inhibitors of Schistosoma Mansoni Peroxiredoxins | purified TGR, DTNB reduction, TNB absorbance 405 nm | AID 485364, 2010 | actives 3% (n = 360,000) | Potency, µM (top dose mostly 114 µM), for inactives: at the top dose activity change, negative = inhibition, most hits filed as inhibitors; further: potency means the concentration at half of the fitted maximal effect; on the % scale 0 is the no-effect control and ±100 the full control effect; nearly all actives have a fitted effect of over 60% in size
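First, TGR (20 nM dispensed) and NADPH were mixed with compound. Second, a 15 min room-temperature incubation followed. Third, further NADPH and then DTNB were added to start the reaction. Finally, TNB absorbance was monitored kinetically.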
CHX counter: Cycloheximide Counterscreen for Small Molecule Inhibitors of Shiga Toxin | cell reporter, cycloheximide protein synthesis inhibition counterscreen | max response, % | actives 12% (n = 300,000); in the data active means max response mostly above about 13%, no sharp cut-off; inactive means mostly below about 14%; further: read at 38.3 µM for the half of the compounds with a filed dose; 0% is about no effect
Pf growth 96h: Primary qHTS for delayed death inhibitors of the malarial parasite plastid, 96 hour incubation. P. falciparum luciferase reporter growth, 96 h. Potency, µM (series often up to 28.7 µM), without a hit: top-dose activity change, negative = inhibition, actives largely listed as inhibitors. actives 6.9% (n = 320,000). AID 504834, 2011; further: potency means the concentration at half of the fitted maximal effect; on the % scale 0 is the no-effect control and ±100 the full control effect
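Infected RBCs, 2% Hct / 0.05% parasitemia final; luciferase-reporter P. falciparum; cpd 96 h, 37 C, 5% CO2; luciferase detection reagent; luminescence.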
FBPA Giardia inh: qHTS Assay for Inhibitors of Fructose-1,6-bisphosphate Aldolase from Giardia Lamblia | actives 0.71% (n = 290,000) | AID 2451, 2010 | purified Giardia FBPA | A8B2U2 | Potency, µM (titrated, usually from 59.6 µM), for the others: at the top dose activity, negative = inhibition, most hits filed as inhibitors; further: potency means the concentration at half of the fitted maximal effect; on the % scale 0 is the no-effect control and ±100 the full control effect; nearly all actives have a fitted effect of over 55% in size
Target sequence (A8B2U2 whole entry, looked up): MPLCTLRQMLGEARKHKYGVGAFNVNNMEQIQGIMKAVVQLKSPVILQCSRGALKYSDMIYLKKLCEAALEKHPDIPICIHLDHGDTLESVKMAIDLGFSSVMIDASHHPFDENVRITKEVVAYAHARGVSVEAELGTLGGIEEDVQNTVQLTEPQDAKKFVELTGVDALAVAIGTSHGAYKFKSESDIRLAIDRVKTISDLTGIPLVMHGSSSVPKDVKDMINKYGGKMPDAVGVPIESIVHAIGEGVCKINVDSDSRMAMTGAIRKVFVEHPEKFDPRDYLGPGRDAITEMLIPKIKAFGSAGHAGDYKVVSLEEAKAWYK
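40 nM FBPA preincubated 10 min at RT with compound (up to 57.5 uM final), then substrate plus GAPDH/TPI/NAD/arsenate coupling and diaphorase/resazurin added. Fluorescence read after 20 min at RT, 525/598 nm.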
Shiga toxin inh: A qHTS for Small Molecule Inhibitors of Shiga Toxin; Vero cells, Shiga toxin protein synthesis inhibition reporter; inhibition, % at 38.7 µM; actives 9.2% (n = 290,000); in the data active means inhibition mostly above about 28%, no sharp cut-off; inactive means mostly below about 43%; further: 0% is about no effect
* = called active by the depositor; ? = inconclusive; · = not tested or not shown; [ ] = remark or other dose. Unless noted, the call rests on the fitted dose curve; in most records, active means well fitted curve in the direction sought with a large enough effect; inconclusive means small, poorly fitted or top-dose-only effect, or another doubt; inactive means no such curve, though single readings can be large; an effect the other way counts as inactive or inconclusive.

SMILES	Pf growth 48h	Sm TGR block	CHX counter	Pf growth 96h	FBPA Giardia inh	Shiga toxin inh
COc1ccc(OC)c(NC(=O)CCC(=O)Nc2nnc(C(F)(F)F)s2)c1	1%	0%	-3	·	-1%	20
CCCCCCc1c(C)c2ccc(OCC(=O)N[C@@H](Cc3ccccc3)C(=O)O)cc2oc1=O	-6%	-15%	-3	-26%	18%	-6
CCCCn1c(N)c(N(CCOC)C(=O)Cn2c(=O)oc3ccccc32)c(=O)[nH]c1=O	-27%	-4%	·	10%	·	·
Cc1c(Cl)cccc1NC(=O)CNC(=O)c1ccc(F)cc1	28%	-6%	-2	-32%	5%	-13
Cc1cccc(/C=N/NC(=O)C[n+]2ccccc2)c1	-5%	-2%	·	?	·	·
Nc1cc(Cl)ccc1N1C(=O)CCC1=O	82%[activator]	3%	-2	0%	-4%	-4
O=C(O)c1ccc2c(c1)C(=O)N(NC(=O)c1ccccc1)C2=O	18%	18%	31*	37%[activator]	15%	61*
COC(=O)CCC(=O)Nc1sc2c(c1C#N)CCCC2	12%	5%	22	?	-8%	-8
COc1cc(S(=O)(=O)N2CCOCC2)ccc1NC(=O)COC(=O)CC12CC3CC(CC(C3)C1)C2	·	2%	-4	8.3µM*	-1%	-11
COc1ccccc1NC(=O)C(=O)N/N=C/c1ccc([N+](=O)[O-])s1	2.6µM*	·	-3	1.7µM*	-6%	-12
O=C(Cc1cc(=O)[nH][nH]1)N/N=C/c1ccccc1Cl	-22%	-2%	0	-1%	5%	-8
O=C(Nc1ccc(F)cc1F)c1cc2ncc(Br)cn2n1	140%[activator]	?	10	·	-4%	41
CC/C(=N\NC(=O)c1ccncc1)C12CC3CC(CC(C3)C1)C2	·	-8%	-2	-16%	-8%	22
O=C(c1cc2nc(C3CC3)cc(C(F)F)n2n1)N1CCOCC1	26%	?	10	48%[activator]	-1%	32*
CC(C)CC(=O)N1CCN(Cc2ccccc2[N+](=O)[O-])CC1	-18%	4%	1	?	?	-6
Cn1ccnc1C1CCCCN1Cc1nc(-c2ccc3c(c2)OCO3)no1 (configuration not stated)	0%	-13%	-1	33%[activator]	0%	-3
CCNC(=O)c1ccc(-n2nc(C(F)(F)F)c3c2CCCC3)cc1	15µM*	7%	-3	7.4µM*	4%	-11
CC1(C)CC2CC(C)(CN2C(=S)Nc2ccccc2)C1 (configuration not stated)	-14%	5%	12	-22%	1%	12
O=[N+]([O-])c1ccc(-c2csc(N3CCCCCC3)n2)cc1	11%	6%	17*	?	1%	26
CN(CC(=O)N1CCCCCC1)S(=O)(=O)c1ccc(F)cc1	60%[activator]	10%	39*	12%	0%	105*

Quoted from the listing:
O=C(c1cc2nc(C3CC3)cc(C(F)F)n2n1)N1CCOCC1 in Pf growth 96h is listed with 48%[activator]
COC(=O)CCC(=O)Nc1sc2c(c1C#N)CCCC2 in Shiga toxin inh is listed with -8
CN(CC(=O)N1CCCCCC1)S(=O)(=O)c1ccc(F)cc1 in Pf growth 48h is listed with 60%[activator]

Full records as entered above. Order of values: Pf growth 48h | Sm TGR block | CHX counter | Pf growth 96h | FBPA Giardia inh | Shiga toxin inh
`Cc1cccc(/C=N/NC(=O)C[n+]2ccccc2)c1` is entered as -5% | -2% | · | ? | · | ·
`CCCCn1c(N)c(N(CCOC)C(=O)Cn2c(=O)oc3ccccc32)c(=O)[nH]c1=O` is entered as -27% | -4% | · | 10% | · | ·
`CC/C(=N\NC(=O)c1ccncc1)C12CC3CC(CC(C3)C1)C2` is entered as · | -8% | -2 | -16% | -8% | 22
`Nc1cc(Cl)ccc1N1C(=O)CCC1=O` is entered as 82%[activator] | 3% | -2 | 0% | -4% | -4
`O=[N+]([O-])c1ccc(-c2csc(N3CCCCCC3)n2)cc1` is entered as 11% | 6% | 17* | ? | 1% | 26

(listing goes on)
SMILES	Pf growth 48h	Sm TGR block	CHX counter	Pf growth 96h	FBPA Giardia inh	Shiga toxin inh
O=C(CNC(=O)C1CCCCC1)OCC(=O)c1ccc(Cl)s1	15%	7%	20	34%[activator]	3%	22
O=C(Nc1ccc(-c2cn3c(n2)SCC3)cc1)c1ccc2ccccc2n1	3%	0%	50*	?	-14%	48*
COc1ccc(S(=O)(=O)CCC(=O)N2CCN(c3ccccc3F)CC2)cc1	2%	?	-2	5%	8%	-9
O=[N+]([O-])c1ccccc1S(=O)(=O)N1CCCC(C(F)(F)F)C1 (configuration not stated)	8%	-7%	1	0.83µM*	0%	-4
Cn1cc(/C=C(\NC(=O)c2ccccc2Cl)C(=O)N2CCOCC2)c2ccccc21	-6%	-27%	-4	-6%	2%	-9
Cc1cccc(C)c1NC(=O)COc1cccc(/C=N/NC(=O)C(=O)NCc2ccccc2)c1	?	0%	-1	0%	3%	-11
Cc1cccc(N2C(=O)CC(Cn3nc(C)cc3C)C2=O)c1 (configuration not stated)	9%	2%	-3	42%[activator]	1%	0
COc1ccc(NC(=O)c2cnc(SCC(=O)NCCc3ccccc3)n(C)c2=O)cc1	8%	3%	·	19%	·	·
O=C(N/N=C/c1ccc2c(c1)OCO2)c1cc(-c2ccccc2)nc2ccccc12	?	4%	-1	12µM*	4%	1
O=C(O)c1nn(-c2ccc(F)cc2)ccc1=O	-2%	-4%	5	6%	-12%	-1
Cc1nn(Cc2ccccc2)c(C)c1C(=O)NCc1ccccc1	22%	-7%	6	-1%	1%	30
O=C(CSc1nc2ccc(Nc3nc(N4CCOCC4)nc(N4CCOCC4)n3)cc2s1)NCc1ccco1	?	-27%	-3	?	0%	-9
Cc1cc2c(OCC(O)CN3CCCC3)cccc2[nH]1 (configuration not stated)	326%[activator]	2%	9	36%[activator]	-15%	16
CCNC(=O)c1sc(-c2ccccc2)nc1C	87%[activator]	-33%	45*	·	7%	66*
O=c1c2oc3ccccc3c2[nH]c(=S)n1-c1ccc(F)cc1	5%	1%	2	8.3µM*	-16%	17
COc1ccc(CC(=O)Nc2nc(C)cs2)cc1S(=O)(=O)N1CCOCC1	?	-1%	·	23%	·	·
COc1ccc(CN2CC(C(=O)NCCCOC(C)C)CC2=O)cc1 (configuration not stated)	4%	-7%	-2	50%[activator]	6%	-23
CC(C)NC(=O)C(=O)N/N=C/c1ccco1	11%	1%	7	19%	-7%	-5
NS(=O)(=O)c1ccc(NC(=O)Cc2cccs2)cc1	5%	-11%	-4	?	0%	-7
O=C1N/C(=N/c2ccccn2)SC1Cc1ccccc1 (configuration not stated)	-13%	0%	1	299%[activator]	18%	36
CC(=O)N1CCOc2ccc(S(=O)(=O)N3CCC(C(=O)Nc4ccc(F)cc4)CC3)cc21	?	2%	19	15µM*	·	-2
Cc1cc(O)ccc1NC(=S)NC(=O)c1cncc(Br)c1	?	3%	11	-5%	1%	·
Cc1cc(C)c2c(c1)C1(OCCO1)C(=O)N2	·	7%	8	?	-3%	-4
Cc1ccc(C(=O)c2c(NC(=O)c3ccccc3)sc(C)c2C)cc1	?	5%	-1	?	3%	-14
COCCN(C(=O)c1csnn1)C(C(=O)NC1CCCCC1)c1ccccc1F (configuration not stated)	-6%	-5%	10	-19%	-2%	-4
CCOc1cc(NC(=S)NCC2CCCO2)c(OCC)cc1NC(=O)CC (configuration not stated)	-2%	-28%	-4	55%[activator]	0%	-15
O=C(NCCc1c[nH]c2ccccc12)C(=O)NCC1OCCN1S(=O)(=O)c1ccccc1 (configuration not stated)	-2%	-2%	8	8%	-6%	36
COc1ccc(/C=N/NS(=O)(=O)c2ccc(NC(C)=O)cc2)cc1	7%	-16%	-3	26%	6%	25
Cc1nc(NC(=O)COc2ccccc2)sc1C(=O)Nc1cccc(Cl)c1	51%[activator]	7%	-5	41%[activator]	-1%	-6
CCOC(=O)C(Sc1ncn[nH]1)c1ccccc1 (configuration not stated)	7%	1%	-2	-7%	-16%	9
CCOc1ccc(/C(CC)=N/NC(=O)C2(C)CC2(Br)Br)cc1 (configuration not stated)	-2%	9%	7	?	3%	-4
O=C(c1cc(-c2ccc(Br)cc2)on1)N1CCOCC1	185%[activator]	-2%	21*	100%[activator]	-13%	59*
COc1ccc(CCNC(=O)CCS(=O)(=O)c2ccc(C)cc2)cc1OC	·	-2%	-3	-18%	4%	3
CC[C@H](C)[C@H](NC(=O)[C@H](CC(=O)O)NC(=O)[C@H](CC(C)C)NC(=O)[C@H](NC(C)=O)C(c1ccccc1)c1ccccc1)C(=O)N[C@H](C(=O)N[C@@H](Cc1c[nH]c2ccccc12)C(=O)O)[C@@H](C)CC	·	·	-1	·	1%	-18
CC1CCC(NC(=O)COC(=O)CNC(=O)c2ccc3ccccc3c2)CC1 (configuration not stated)	2%	-15%	·	-16%	·	·
Cn1c(CCC(=O)OCC(=O)NCC(F)(F)F)nc(=O)c2ccccc21	·	1%	-6	71%[activator]	-10%	-8
COc1cc(SC)ccc1C(=O)N1CCN(c2ccc(O)cc2)CC1	-26%	-24%	-2	-24%	-21%	-14
O=S(=O)(c1ccc(Cl)cc1)N1CCSC1c1ccco1 (configuration not stated)	-9%	?	7	-6%	-20%	-14
COc1ccc(C(=O)N2CCCC(Nc3ccc(C)c(C)c3)C2)cc1 (configuration not stated)	10%	-21%	-1	-6%	·	-8
CC(CN1C(C)CCCC1C)OC(=O)c1ccc(F)cc1 (configuration not stated)	2%	9%	-3	?	-12%	-18
CCCCN(C(=O)c1ccc([N+](=O)[O-])s1)c1c(N)n(CC(C)C)c(=O)[nH]c1=O	-23%	3%	·	11%	·	·
CCN(CC)c1ccc(N=Cc2cc(Br)ccc2O)cc1	?	?	12	8%	?	-5
O=C(COc1ccccc1F)N/N=C1\CCCc2ccccc21	183%[activator]	6%	35*	98%[activator]	-3%	79*
CCOC(=O)c1c(CSc2ccccc2)oc2ccc(O)cc12	?	-7%	-3	-11%	-5%	-24
COc1cc(NC(=O)CSc2nc3ccccc3cc2C)c(C(=O)O)cc1OC	-5%	7%	-1	23%	21%	-10
C=CCn1c(COc2ccccc2F)nnc1SCC(=O)Nc1cc2oc3ccccc3c2cc1OC	0%	0%	-2	2%[5.75 µM]	8%	-15
C=CCn1cc(C(=O)NCCN(CC)CC)c(=O)c2cc(S(=O)(=O)N3CCCCCC3)ccc21	10µM*	5%	-1	8.3µM*	2%	-10
O=C(CSc1nc2ccccc2c(=O)n1-c1ccc(F)cc1F)Nc1ccc(N2CCOCC2)cc1	?	-5%	-2	?	3%	-8
CCOC(=O)c1c(NC(=O)C2=COCCO2)sc2c1CCN(C(=O)OC)C2	?	-9%	·	?	·	·
O=C1c2oc3ccc(Cl)cc3c(=O)c2C(c2ccco2)N1CCN1CCOCC1 (configuration not stated)	8.3µM*	35µM*	-3	?	-21%	18
O=C(c1ccc(Cl)c(S(=O)(=O)N2CCCC2)c1)N1CCN(c2ncccn2)CC1	?	-2%	-3	?	3%	-17
Brc1cc2c(cc1-c1nc3ccccc3s1)OCO2	34%[activator]	3%	33*	41%[activator]	2%	65*
O=C(COC(=O)CCc1nc2ccccc2c(=O)[nH]1)NC1CCS(=O)(=O)C1 (configuration not stated)	33%[activator]	-9%	34*	34%	1%	26
CN(CC(=O)Nc1ccccc1C(F)(F)F)C(=O)C1=COCCO1	32%[activator]	7%	·	-16%	·	·
COc1cc(SC)ccc1C(=O)OCC(=O)N1CCCC1	59%[activator]	3%	40*	59%[activator]	-1%	50*
O=C(NC1CC1)C1CCN(C2CCN(C(=O)Cc3ccc(F)cc3)CC2)CC1	1%	3%	-1	-61%[5.75 µM]	0%	-5

From PubChem

An unsorted share of the library. Share with any hit: about 24%.
